pCIP destab = p/CIP protein destabilization | Q05BA5 | F442A p/CIP-EGFP cells, EGFP fluorescence, 16 h | decrease of EGFP signal, % at 10 µM | hit rate 0.01% among 290,000 | AID 1984;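 active means EGFP signal decrease of at least 30% at 10 µM or well 3 SD below plate mean, unless failing retest; inactive means the rest, including hits failing retest or dose response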; further: some compounds called inactive have numbers as strong as hits; many of its hits are not listed in these tables
MEKK3 PB1 HTS = MEKK3-MEK5 PB1 interaction, increase or decrease; bead-based flow cytometry, Alexa488-MEK5 binding to MEKK3; actives lie on both sides; 0 = blocked by unlabeled MEK5, 100 = vehicle; binding response (% of control), % at 10 µM; hit rate 1.4% among 290,000;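 active means binding response more than 3 SD above or below the average of its plate-row segment, actives on both sides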;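 further: Alexa488 bead fluorescence after subtracting the streptavidin-only scavenger bead signal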
Target sequence (Q99759 whole entry, looked up): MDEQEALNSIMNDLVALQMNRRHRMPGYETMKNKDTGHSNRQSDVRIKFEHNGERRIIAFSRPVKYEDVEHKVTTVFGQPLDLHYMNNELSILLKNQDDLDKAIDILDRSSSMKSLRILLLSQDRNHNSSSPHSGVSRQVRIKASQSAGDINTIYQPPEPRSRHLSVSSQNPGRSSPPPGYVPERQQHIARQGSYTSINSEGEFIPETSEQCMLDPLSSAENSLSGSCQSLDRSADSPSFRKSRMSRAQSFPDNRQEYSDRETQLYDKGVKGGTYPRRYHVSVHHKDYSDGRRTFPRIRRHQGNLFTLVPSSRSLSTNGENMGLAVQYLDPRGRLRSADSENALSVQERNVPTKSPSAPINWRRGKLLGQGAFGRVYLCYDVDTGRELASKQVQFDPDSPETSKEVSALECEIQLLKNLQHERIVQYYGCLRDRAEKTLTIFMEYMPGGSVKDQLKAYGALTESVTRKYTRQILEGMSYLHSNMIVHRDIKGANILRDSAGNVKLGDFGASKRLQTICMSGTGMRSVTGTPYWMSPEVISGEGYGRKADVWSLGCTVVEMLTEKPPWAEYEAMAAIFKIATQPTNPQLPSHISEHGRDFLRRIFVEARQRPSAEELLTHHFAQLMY
CRFR2-BP antag = antagonists of CRF-binding protein/CRF-R2 receptor complex | HEK293 CRF-R2/CRF-BP, CRF-induced calcium fluorescence | hit rate 0.59% among 350,000 | inhibition, % at 11.8 µM;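 active means inhibition of the ligand-induced calcium signal above about 50% at the single tested concentration, limit read from the data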
IDE cell inh = inhibitors of human insulin-degrading enzyme in cells; P14735; HEK cells, FAbetaB cleavage, fluorescence polarization; inhibition, % at 5.59 µM; hit rate 0.41% among 320,000;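 active means percent inhibition above the average of all tested compounds plus 3 SD, set per screening campaign, cut at about 16% in these data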;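 further: IDE supplied by intact live HEK cells; FP after avidin binding of uncleaved biotin substrate so inhibition keeps polarization high; 0% = DMSO wells and 100% = 60 µM reference IDE inhibitor Ii1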
GalR3 antag = antagonists of human GalR3. inhibition, % at 3 µM. HEK293 GalR3-CNG cAMP membrane potential fluorescence; galR3 body fused to GalR1 C-terminus. hit rate 0.44% among 360,000;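 active means inhibition above the screen-wide average plus 3 SD, cut at about 13% in these data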;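 further: forskolin and galanin both at EC90 stimulate the cells; cAMP rise reported by CNG channel membrane potential dye signal; 0% = forskolin plus galanin with DMSO and 100% = forskolin alone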
Target sequence (O60755 1-299 limits assumed): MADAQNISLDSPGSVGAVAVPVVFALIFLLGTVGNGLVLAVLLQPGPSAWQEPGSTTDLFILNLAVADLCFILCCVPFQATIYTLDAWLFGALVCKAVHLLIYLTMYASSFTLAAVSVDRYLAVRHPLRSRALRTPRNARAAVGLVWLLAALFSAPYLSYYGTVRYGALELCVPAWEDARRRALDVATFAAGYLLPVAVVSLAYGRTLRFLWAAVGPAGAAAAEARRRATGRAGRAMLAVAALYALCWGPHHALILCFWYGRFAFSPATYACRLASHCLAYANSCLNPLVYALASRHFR
CRFBP-R2 agonist = agonists of human CRF-binding protein/CRF-R2 receptor complex; HEK293 CRF-R2/CRF-BP, calcium dye fluorescence (FLIPR); percent of saturating CRF peptide response; hit rate 0.46% among 350,000; activation, % at 13.2 µM;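 active means activation of at least 50%, plus an integration ratio under a set limit after plate pattern correction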;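 further: plate controls were neutral control wells without compound for no effect and CRF at EC100 for full effect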
PHOSPHO1 inh = inhibitors of human PHOSPHO1 phosphatase; recombinant PHOSPHO1, absorbance phosphatase assay; Q8TCT1; hit rate 1.1% among 290,000; inhibition, % at 13.3 µM; in the data active means inhibition above about 60%
M4 PAM = CHRM4 positive allosteric modulation; activation, % at 3 µM; CHO-K1 hM4/Gqi5, Fluo-8 calcium fluorescence, ACh EC20; 0% = ACh EC20, 100% = maximal ACh; hit rate 0.4% among 360,000; P08173;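 active means activation above its plate's cutoff, the mean activation of sample wells plus 3 SD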; further: some results filed as inactive read as strong as hits
IDE act = IDE (human) activation, cell-based. P14735. HEK cells, FAbeta-B cleavage, fluorescence polarization; 0% vehicle, 100% cell-free pure enzyme wells. activation, % at 5.96 µM. hit rate 0.073% among 340,000;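 active means activation above the mean of all tested compounds plus 3 SD, set per screening campaign, cut at about 17% in these data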
* = called active by the depositor; . = not tested or not shown; & = joins results of further samples. An unsorted share of the library; 4.2% or so of the library scored in one or more.

SMILES | pCIP destab | MEKK3 PB1 HTS | CRFR2-BP antag | IDE cell inh | GalR3 antag | CRFBP-R2 agonist | PHOSPHO1 inh | M4 PAM | IDE act
COC(=O)c1c(NC(=S)NC(=O)c2ccco2)sc2c1CCCC2 | 1 | 101 | -38 | -1 | -2 | 3.5 | 4 | 33* | 5
O=C(O)c1nccnc1C(=O)N1CCN(c2ccccc2)CC1 | 4 | 97 | -8 | -2 | -6 | 0.9 | 7 | -7 | 6
CN(Cc1ccccc1)CC1CCCN(CCc2ccccc2F)C1 (stereo unspecified) | 0 | 102 | -18 | 3 | -4 | 0.5 | 29 | -11 | -1
CCOc1ccc(CN2CCN(Cc3nc4c(s3)CCCC4)CC2CCO)cc1 (stereo unspecified) | 6 | 98 | -2 | -3 | -4 | -0.3 | 34 | 9 | -2
O=C(Nc1nc2c(Br)cc(Br)cc2c(=O)s1)C1CCC1 | 0 | 98 | -7 | 2 | -2 | 5.7 | 53 | 1 | 6
CCN(CC)c1ccc(/C=c2\sc3nc4ccccc4n3c2=O)c(O)c1 | -13 | 105 | -153 | . | -5 | 165* | 32 | -22 | -21
CC(C)=C1SC(N2CCN(c3ccc(Cl)cc3)CC2)=NC1=O | 2 | 92 | 10 | 7 | -4 | 0.7 | -3 | 5 | -10
CC1=CC(C)(C)NC(=S)N1c1cccc(C)c1 | -1 | 98 | -18&2 | 0 | -6&-2 | -0.3&-0.1 | 0 | -1&2 | -1&-6
O=C(Cc1ccc(Cl)cc1)Nc1ccccc1CO | 16 | 106 | 8 | 2 | 2 | 0.3 | 3 | -3 | 7
COc1ccc(S(=O)(=O)Nc2c(C(=O)O)[nH]c3ccccc23)c(OC)c1 | 9 | 104 | 1 | 3 | -4 | -1.1 | -2 | -3 | 5
COc1ccc(COCC(O)CN2CCC(CN3C(=O)c4cccc5cccc(c45)C3=O)CC2)cc1OC (stereo unspecified) | -3 | 106 | -2 | 2 | -9 | -0.2 | -13 | -6 | -3
CCC(C)(C(=O)NC1CCCC1)N(Cc1ccco1)C(=O)c1ccc2c(c1)OCO2 (stereo unspecified) | -2 | 101 | 12 | 5 | -7 | -2.3 | 32 | 6 | 1
Cc1ccc(NC(=O)CO/N=C/c2ccccc2C)c(C)c1 | -6 | 86 | -3 | 0 | 2 | -0.4 | -11 | -10 | 3
Cc1cccc(C(C)C)c1NC(=O)COC(=O)C1CC(=O)N(Cc2ccccc2)C1 (stereo unspecified) | . | . | 0 | 4 | -5 | -1.2 | . | 2 | 0
CCNC(=S)NNC(=O)c1cc(-c2cccc(OCC)c2)nc2ccccc12 | 4 | 99 | 15 | 4 | -6 | 1.5 | 43 | 5 | 3
CC(c1nc2ccccc2o1)N1C(=O)c2ccccc2C1=O (stereo unspecified) | -9 | 101 | -9 | -13 | -1 | 0.7 | 17 | -7 | -2
Cc1ccccc1C(=O)NCCCn1ccnc1 | -3 | 103 | 18 | 6 | -8 | -1.9 | 27 | -1 | 6
CCCN(CC(=O)Nc1ccccc1C)C(=O)COC(=O)c1cnc(C)cn1 | . | . | 0 | . | -3 | 1.1 | . | 12 | -1
CCOc1ccc(N2C(=O)CC(N3CC(C)OC(C)C3)C2=O)cc1 (stereo unspecified) | 1 | 92 | -8 | -1 | -3 | -0.4 | 57 | 9 | 4
CC1CCCC(C)N1C(=O)CSc1nnc(COc2cccc3cccnc23)o1 (stereo unspecified) | -3 | 100 | -13 | 3 | -7 | 1.3 | 6 | -4 | -5

Nothing new here: an excerpt of the list.
SMILES | pCIP destab | MEKK3 PB1 HTS | CRFR2-BP antag | IDE cell inh | GalR3 antag | CRFBP-R2 agonist | PHOSPHO1 inh | M4 PAM | IDE act
CC1=CC(C)(C)NC(=S)N1c1cccc(C)c1 | -1 | 98 | -18&2 | 0 | -6&-2 | -0.3&-0.1 | 0 | -1&2 | -1&-6
O=C(Cc1ccc(Cl)cc1)Nc1ccccc1CO | 16 | 106 | 8 | 2 | 2 | 0.3 | 3 | -3 | 7
COc1ccc(S(=O)(=O)Nc2c(C(=O)O)[nH]c3ccccc23)c(OC)c1 | 9 | 104 | 1 | 3 | -4 | -1.1 | -2 | -3 | 5
COc1ccc(COCC(O)CN2CCC(CN3C(=O)c4cccc5cccc(c45)C3=O)CC2)cc1OC (stereo unspecified) | -3 | 106 | -2 | 2 | -9 | -0.2 | -13 | -6 | -3
CCC(C)(C(=O)NC1CCCC1)N(Cc1ccco1)C(=O)c1ccc2c(c1)OCO2 (stereo unspecified) | -2 | 101 | 12 | 5 | -7 | -2.3 | 32 | 6 | 1
Cc1ccc(NC(=O)CO/N=C/c2ccccc2C)c(C)c1 | -6 | 86 | -3 | 0 | 2 | -0.4 | -11 | -10 | 3
Cc1cccc(C(C)C)c1NC(=O)COC(=O)C1CC(=O)N(Cc2ccccc2)C1 (stereo unspecified) | . | . | 0 | 4 | -5 | -1.2 | . | 2 | 0
CCNC(=S)NNC(=O)c1cc(-c2cccc(OCC)c2)nc2ccccc12 | 4 | 99 | 15 | 4 | -6 | 1.5 | 43 | 5 | 3
CC(c1nc2ccccc2o1)N1C(=O)c2ccccc2C1=O (stereo unspecified) | -9 | 101 | -9 | -13 | -1 | 0.7 | 17 | -7 | -2
Cc1ccccc1C(=O)NCCCn1ccnc1 | -3 | 103 | 18 | 6 | -8 | -1.9 | 27 | -1 | 6
CCCN(CC(=O)Nc1ccccc1C)C(=O)COC(=O)c1cnc(C)cn1 | . | . | 0 | . | -3 | 1.1 | . | 12 | -1
CCOc1ccc(N2C(=O)CC(N3CC(C)OC(C)C3)C2=O)cc1 (stereo unspecified) | 1 | 92 | -8 | -1 | -3 | -0.4 | 57 | 9 | 4
CC1CCCC(C)N1C(=O)CSc1nnc(COc2cccc3cccnc23)o1 (stereo unspecified) | -3 | 100 | -13 | 3 | -7 | 1.3 | 6 | -4 | -5

Retrieved one by one from above:
SMILES | pCIP destab | MEKK3 PB1 HTS | CRFR2-BP antag | IDE cell inh | GalR3 antag | CRFBP-R2 agonist | PHOSPHO1 inh | M4 PAM | IDE act
CC(C)=C1SC(N2CCN(c3ccc(Cl)cc3)CC2)=NC1=O | 2 | 92 | 10 | 7 | -4 | 0.7 | -3 | 5 | -10
Cc1cccc(C(C)C)c1NC(=O)COC(=O)C1CC(=O)N(Cc2ccccc2)C1 (stereo unspecified) | . | . | 0 | 4 | -5 | -1.2 | . | 2 | 0

Next section:
SMILES | pCIP destab | MEKK3 PB1 HTS | CRFR2-BP antag | IDE cell inh | GalR3 antag | CRFBP-R2 agonist | PHOSPHO1 inh | M4 PAM | IDE act
Cc1nn(Cc2ccc(Cl)cc2)c(C)c1NC(=O)CSc1nc2c(c(C(F)(F)F)n1)CCc1ccccc1-2 | -9 | 103 | 1 | 0 | -4 | 1.3 | -14 | -1 | 6
CCCOc1cccc(NC(=O)c2cc(C)oc2C)c1 | -5 | 100 | 14 | 0 | -1 | -1.9 | 3 | -1 | -2
CCCCn1c(CN2CCN(C(=O)c3ccco3)CC2)nc2c1c(=O)n(C)c(=O)n2C | -13 | 106 | -14 | 0 | . | -7.0 | -7 | 4 | 6
CCOC(=O)c1ccccc1NC(=O)CN(c1ccccc1OC)S(C)(=O)=O | -1 | 97 | -10 | 1 | -1 | -1.2 | 1 | -3 | -2
CC(C)(C)C(=O)NC(CC(=O)O)c1ccccc1 (stereo unspecified) | 2 | 99 | 15 | 4 | -1 | 0.2 | 37 | -1 | 1
CC1CCN(c2ccc(C(=O)NCCc3ccccc3)cn2)CC1 | 0 | 100 | -6 | -2 | -6 | 4.4 | -33 | 9 | 9
CC(=O)N[C@H]1C(O)O[C@H](CO)[C@@H](O)[C@@H]1O (stereo partly specified) | . | . | -9 | 0 | -2 | 2.1 | . | 8 | 0
O=C(Nc1nnc(SCc2ccc(Cl)cc2Cl)s1)C1COc2ccccc2O1 (stereo unspecified) | -13 | . | -86 | -6 | 3 | 3.7 | -9 | 3 | -2
COc1ccc(-c2nc(=S)c3c(n2CCN2CCOCC2)CC(C)(C)OC3)cc1 | -9 | 108 | 11 | 3 | -1 | -4.5 | 34 | 8 | -4
COC(=O)c1ccc(Nc2ncnc3c2cnn3-c2cccc(C)c2)cc1 | 3 | 103 | -23 | -2 | 0 | 3.3 | 20 | -2 | 4
Cc1cccc(NC(=O)c2c(O)c3ccccc3[nH]c2=O)c1 | -3 | 102 | 15 | -8 | -3 | -2.4 | 18 | -4 | 5
CCOC(=O)c1c(-c2ccc(-c3ccccc3)cc2)csc1NC(=O)CNCCN(C)C | -5 | 117 | -3 | -6 | -9 | -0.4 | 31 | -5 | 1
CCOC(=O)C(=O)Nc1cccc(C(=O)OCC)c1 | 1 | 92 | 21 | 7 | -5 | 6.3 | -2 | 16 | -2
CCOP(=O)(OCC)C(Nc1cc(Cl)cc(Cl)c1)c1cccc(O)c1 (stereo unspecified) | -9 | 102 | -7 | 0 | -5 | 0.9 | 24 | -6 | 1
Nc1ccccc1Nc1cc(-c2ccccc2)nn1-c1ccccc1 | -31 | 112 | -10 | -1 | 2 | 0.4 | -6 | -7 | -3
CCOC(=O)Cc1csc(NC(=O)CSc2nnnn2-c2ccc(C)cc2C)n1 | 18 | 92 | -4 | 2 | -4 | -1.1 | 15 | -3 | -1
Cc1cc(C)n(CCC(=O)N2CCN(S(=O)(=O)c3ccccc3)CC2)n1 | -15 | 100 | -4 | -10 | -7 | 0.5 | 28 | -2 | 1
COc1ccccc1-n1c(=S)[nH]c2c(sc(=S)n2-c2ccccc2)c1=O | -1 | 97 | 12 | 0 | 4 | 4.8 | -50 | -6 | -5
COc1ccc(C2NC(=O)NC(C)=C2C(=O)Nc2cc(C)ccc2C)cc1OC (stereo unspecified) | -8 | 105 | 1 | 4 | -1 | 0.4 | 3 | 21 | 0
COC(=O)c1ccc(NC(=O)CCS(=O)(=O)c2ccc(Br)s2)cc1 | -25 | 98 | -6 | -4 | -2 | 0.1 | 7 | -1 | 3
O=C(NCc1cccnc1)C(=O)NCC1OCCN1S(=O)(=O)c1ccccc1 (stereo unspecified) | -9 | 78 | 5 | -1 | . | -4.8 | 1 | 3 | 4
NC(=O)C1CCN(CC(=O)Nc2ccccc2N2CCOCC2)CC1 | -2 | 96 | -6 | 2 | -5 | 0.1 | 36 | -1 | 4
Cn1nc(C(=O)Nc2ccc3c(c2)OCO3)c2ccccc2c1=O | -9 | 109 | -4 | 9 | -1 | -0.6 | 53 | 18 | 2
Cn1cc(C(=O)c2cccc(Cl)c2)cc1C#N | 10 | 109 | 3 | 3 | 1 | -0.2 | 0 | 26* | 2
COc1ccc(NC(=O)CN(C)C(=O)c2cc(C3CC3)nn2-c2ccccc2)cc1 | . | . | -5 | 0 | -2 | -0.6 | . | 2 | -1
O=C(c1ccc2c(c1)OCO2)N(c1ccccc1)C1C=CS(=O)(=O)C1 (stereo unspecified) | -6 | 109 | 2 | 1 | -1 | -0.9 | 10 | 3 | 1
COC(=O)Cc1cc(=O)[nH]c(/N=C(\N)Nc2ccccc2C)n1 | -2 | 100 | -7 | 0 | -12 | 9.4 | 6 | 6 | -3
CCOc1ccc(CCNC(=O)c2cc3ccccn3n2)cc1OCC | -12 | 104 | 1 | -2 | . | -4.0 | 2 | -3 | 5
CCCS(=O)(=O)N1CCC(C(=O)NCCc2ccc(C)cc2)CC1 | 5 | 92 | 4 | -3 | -4 | 0.7 | -19 | 10 | 3
COC(CNC(=O)C(=O)Nc1ccc2c(c1)N(S(=O)(=O)c1cccs1)CCC2)OC | . | . | 0 | 3 | -5 | -1.0 | . | 4 | 6
CC(=O)c1ccccc1NC(=O)C1CC(=O)N(c2ccc3c(c2)OCCO3)C1 (stereo unspecified) | . | . | -5 | 4 | -2 | 0.8 | . | 2 | -3
CC(C)c1ccc(C2NC(=O)CCC2[N+](=O)[O-])cc1 (stereo unspecified) | -25 | 103 | -7 | -3 | 1 | 1.3 | 44 | -2 | 0

Compound activity deposited in PubChem by several laboratories.
